# Compound activity (PubChem)
# ALOX12 inh – Primary qHTS assay for inhibitors of human arachidonate 12S-lipoxygenase (ALOX12): Round 2; Potency, µM (highest dose often 108 µM), without a hit: top-dose activity change, negative = inhibition, usual class: inhibitors; 580,000 compounds, 1.1% hits; Polyunsaturated fatty acid lipoxygenase ALOX12 (Homo sapiens), P18054; purified 12hLO, xylenol orange hydroperoxide absorbance; active = well fitted inhibition curve with a large enough effect; inconclusive = small, poorly fitted or top-dose-only effect, or another doubt; inactive = no such curve, though single readings can be large or run the other way
# Target sequence (P18054 whole entry, looked up): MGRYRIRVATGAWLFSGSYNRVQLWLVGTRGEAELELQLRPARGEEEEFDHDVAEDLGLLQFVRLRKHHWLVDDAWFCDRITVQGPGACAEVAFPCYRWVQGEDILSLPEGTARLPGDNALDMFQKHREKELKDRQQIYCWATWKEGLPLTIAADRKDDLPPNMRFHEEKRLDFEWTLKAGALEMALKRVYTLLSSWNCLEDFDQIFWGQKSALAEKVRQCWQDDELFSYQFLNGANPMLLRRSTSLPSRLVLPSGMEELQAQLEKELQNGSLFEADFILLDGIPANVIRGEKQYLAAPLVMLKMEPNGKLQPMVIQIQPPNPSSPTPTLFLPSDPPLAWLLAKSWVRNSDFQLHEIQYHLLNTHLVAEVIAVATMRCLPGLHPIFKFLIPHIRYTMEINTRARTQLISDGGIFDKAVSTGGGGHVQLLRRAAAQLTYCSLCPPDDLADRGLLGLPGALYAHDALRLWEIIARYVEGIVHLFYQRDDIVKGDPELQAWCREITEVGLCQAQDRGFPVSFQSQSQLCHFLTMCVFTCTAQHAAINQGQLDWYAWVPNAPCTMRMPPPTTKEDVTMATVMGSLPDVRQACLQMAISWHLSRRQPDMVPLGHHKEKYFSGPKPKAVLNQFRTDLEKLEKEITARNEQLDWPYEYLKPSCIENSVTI
#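 Hydroperoxide product was detected by ferrous iron/xylenol orange as the 573 to 405 nm absorbance ratio. Arachidonic acid at 40 uM (final) was turned over for 30 min at room temperature by 150 nM human 12hLO, pH 7.0 Hepes buffer, after 15 min compound preincubation.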
# The depositor's hits bear a star; ? = inconclusive; & = joins results of further samples; [ ] = another dose, or the depositor's remark. % is scaled to controls: 0 for no effect and ±100 for the full control effect; potency is read from the fitted curve at half-maximal effect. Not all compounds are listed; the hit share may differ from the screen's.
SMILES	ALOX12 inh
O=C1CCSc2ccc(C(=O)Nc3ccc(Oc4ccccc4)cc3)cc2N1	25%
COC[C@H]1CCCN1[C@@H]1[C@H](O)[C@H](CO)O[C@@H]1CNC(=O)Nc1ccccc1	?
Cn1c(=O)c2c(ncn2CC(=O)OCc2ccccc2F)n(C)c1=O	1%
COC(=O)c1ccc(NC(=O)c2cc(-c3cc(C)sc3C)nc3onc(C)c23)cc1	?
Cc1[nH]n(-c2nc3ccccc3[nH]2)c(=O)c1CCC(C)C	?
O=C(N/N=C/c1cccs1)c1cccc(Br)c1	27%
Cn1cc(-c2csc(C(C)(O)c3cccnc3)n2)cn1 (stereo not drawn)	3%
CC(=O)c1cccc(S(=O)(=O)Oc2ccc3c(C(F)(F)F)cc(=O)oc3c2)c1	10%
O=C(CCc1nc2ccccc2s1)NCC1CCCCC(=O)N1 (stereo not drawn)	5%
Clc1ccc(N/N=C/c2cccc3ccccc23)cc1Cl	5µM*
CN(CC(=O)N1CCC(CCOc2ccccc2F)C1)S(=O)(=O)c1ccc2c(c1)oc(=O)n2C (stereo not drawn)	?
Cc1noc(C)c1CN1CCCC(COc2ccccc2C(=O)N2CCOCC2)C1 (stereo not drawn)	60%[activator]
O=C(NCc1ccccc1)c1cc(C2CCCCN2C(=O)CCc2ccccc2)on1 (stereo not drawn)	7%
CC(C)C(=O)N1CCN(C(=O)N2CC3CC(C2)[C@H]2CCCC(=O)N2C3)CC1 (stereo partly drawn)	48%[activator]
CCOc1ccccc1NC(=O)C(OC(=O)c1cc(OC)c(OC)cc1OC)c1ccccc1 (stereo not drawn)	-13%
COCCN1C(=O)CCC1(C)C(=O)Nc1c(C)cccc1C (stereo not drawn)	-8%
OCC1CN(Cc2ccoc2)CCC12CCN(Cc1cccc(O)c1)CC2 (stereo not drawn)	83%[activator]
Cc1cc(C(=O)NCC2(COc3ccc(C(F)(F)F)cn3)C[C@@H](O)[C@@H](O)C2)n(C)n1 (stereo partly drawn)	104%[activator]
O=C(NCCn1nc(-c2ccccc2)ccc1=O)c1ccc(Br)cc1	48%[activator]
Cn1cc(CN2CCNc3cc(-c4ccccc4)ncc3C2)cn1	20%[176 µM]

# A few values from the results shown:
# OCC1CN(Cc2ccoc2)CCC12CCN(Cc1cccc(O)c1)CC2 (stereo not drawn) | ALOX12 inh = 83%[activator]
# O=C(NCCn1nc(-c2ccccc2)ccc1=O)c1ccc(Br)cc1 | ALOX12 inh = 48%[activator]
# Cc1cc(C(=O)NCC2(COc3ccc(C(F)(F)F)cn3)C[C@@H](O)[C@@H](O)C2)n(C)n1 (stereo partly drawn) | ALOX12 inh = 104%[activator]
# CCOc1ccccc1NC(=O)C(OC(=O)c1cc(OC)c(OC)cc1OC)c1ccccc1 (stereo not drawn) | ALOX12 inh = -13%
# Cn1cc(CN2CCNc3cc(-c4ccccc4)ncc3C2)cn1 | ALOX12 inh = 20%[176 µM]
# O=C(NCc1ccccc1)c1cc(C2CCCCN2C(=O)CCc2ccccc2)on1 (stereo not drawn) | ALOX12 inh = 7%

# Next part:
SMILES	ALOX12 inh
C=C(C)CN1CCN(C(C(=O)O)c2c(-c3ccccc3)[nH]c3ccccc23)CC1 (stereo not drawn)	5%
Cc1cccc(-n2nc(-c3c(C)nc4scc(CC(=O)N5CCCC5)n4c3=O)cc2C)c1C	10%
CC(C)CNC(=O)C1CC(c2ccc(F)cc2)=NO1 (stereo not drawn)	16%
Cc1ccc(-c2cc(C(=O)N3CCCCCC3)c3ccccc3n2)s1	?
O=C(c1cc(-c2ccc(O)cc2)n[nH]1)N1CCOC2(CNCCOC2)C1 (stereo not drawn)	27%
COc1ccc(Cl)cc1-c1cc(C(=O)Nc2ccc(C)c(NS(C)(=O)=O)c2)[nH]n1	-8%
O=C(Cc1c[nH]c2ncc(-c3cccnc3)cc12)NCCc1ccccn1	46%[activator][176 µM]
Cc1cc2c(s1)CCc1cc(C(=O)NC3CCCC3)sc1-2	?
Cn1nc(C(F)(F)F)c(Cl)c1C(=O)Nc1sc2c(c1C#N)CCCC2	?
O=c1oc(-c2ccccc2)nn1CC(O)COc1ccc(F)cc1 (stereo not drawn)	-9%

# Given as labelled records: part of the list above.
Clc1ccc(N/N=C/c2cccc3ccccc23)cc1Cl
  ALOX12 inh: 5µM*

CN(CC(=O)N1CCC(CCOc2ccccc2F)C1)S(=O)(=O)c1ccc2c(c1)oc(=O)n2C (stereo not drawn)
  ALOX12 inh: ?

Cc1noc(C)c1CN1CCCC(COc2ccccc2C(=O)N2CCOCC2)C1 (stereo not drawn)
  ALOX12 inh: 60%[activator]

# (more compounds)
SMILES	ALOX12 inh
Cc1noc([C@@H]2CN(Cc3ccncc3F)C[C@H]2C(N)=O)n1	30%
COc1ccc(C(=O)/C=C/c2ccc(OC)c(OC)c2)c(OC(=O)c2cccs2)c1	-35%
C=CCCC(CN1CCCOCC1)Oc1nccc(N(C)CC)n1 (stereo not drawn)	3%
Cc1c(NC(=O)c2ccco2)cccc1C(=O)O	-21%
CC(=O)N1CCCN(CC[C@H]2CN(C(=O)c3ccc(F)cc3)CC[C@H]2CC(=O)O)CC1	-4%[176 µM]
Cc1ccc(C(=O)N2C[C@@H](Oc3cccnc3)C[C@H]2C(=O)N2CCOCC2)cn1	31%[activator]
CN(Cc1ccccc1Cl)Cc1cccn1C	?
CC(C)NS(=O)(=O)c1ccc2c(c1)nc(-c1cc(C(C)(C)C)[nH]n1)n2C(C)C	36%[activator]
Cc1ccc2c(c1)C(C)(C)C1(/C=C/c3ccccc3F)NC(=O)CN21 (stereo not drawn)	-6%
Nc1nccnc1C(=O)NCc1cccnc1Oc1cccc(F)c1	2%
C[C@H]1[C@@H]2[C@@H](O)C([C@H](C)C(=O)NC(C)(C)C)CC[C@@]2(C)CC[C@@H]1NC(=O)c1cccc(F)c1 (stereo partly drawn)	3%
CN(C)c1ccc(CN[C@H]2C[C@H]3C(=O)NC[C@@H](CCC(=O)NC4CC4)N3C2)cc1	19%[176 µM]
O=C(NC1CC(c2cc(=O)[nH]c(C3CC3)n2)C1)c1ccc2c(c1)CCCO2 (stereo not drawn)	18%
CCOC(=O)N1CCN(C(=O)Cn2c(=O)[nH]c3ccccc3c2=O)CC1	6%
CCOc1ccc(C(=O)N[C@H](c2ccc(OC)c(F)c2)C2CC(O)C2)o1 (stereo partly drawn)	19%
CN1C(=O)CCCCC1C(=O)NCCCN1CCc2ccccc2C1 (stereo not drawn)	35%[activator]
CC(C(=O)NC1CCCC1)N1CCC(C(=O)NCc2ccco2)CC1 (stereo not drawn)	4%
Cc1nc(C)c(C(=O)N2CCC(Oc3ccc(-c4noc(C5CC5)n4)cc3)C2)s1 (stereo not drawn)	25%
C[C@H]1CN([C@@H](C)CO)C(=O)CCCn2nncc2CO[C@@H]1CN(C)Cc1ccc(C(F)(F)F)cc1	37%[activator]
COc1ccc(CN2C(=O)[C@@H]3C[C@@H](CN3Cc3ccccc3OC)Oc3ccccc32)cc1	20%

# Gathered by group, those above with bromine
SMILES	ALOX12 inh
O=C(N/N=C/c1cccs1)c1cccc(Br)c1	27%
O=C(NCCn1nc(-c2ccccc2)ccc1=O)c1ccc(Br)cc1	48%[activator]

# (listing goes on)
SMILES	ALOX12 inh
CC(=O)Nc1cccc(-c2ccnc(-c3nnc(C)n3CCc3ccccc3)c2)c1	26%[176 µM]
C[C@@H]1CN(C(=O)c2ccc(C(F)(F)F)cc2)C[C@@]1(O)C1CC1	67%[activator]
COc1ccccc1CNc1nc2ccccc2nc1NS(=O)(=O)c1ccc(Cl)cc1	58%[activator]
Nc1nc2cc(Cl)ccc2n1N	7%
CCn1ccc(C(=O)N2c3ccccc3CC2c2nc(C3CC3)no2)n1 (stereo not drawn)	0%
O=[S+]([O-])(c1cccs1)N1CCn2c(nnc2C2CCCNC2)C1 (stereo not drawn)	72%[activator]
COc1cc(CNC(=O)Nc2nc(C(N)CCc3ccccc3)cs2)cc(OC)c1OC (stereo not drawn)	0%
CN(Cc1cccc(F)c1)C1CN(C(=O)OC(C)(C)C)C1	1%[12.5 µM]
CS(=O)(=O)c1ccc(Nc2nccc3[nH]c(-c4ccsc4)cc23)cc1	-17%
O=C(NC1CCN(c2nc3ncccc3o2)CC1)C1CC1	18%&19%[176 µM]

# Remaining list, next part
smiles	ALOX12 inh
COc1ccc(-c2cc(N3CCN(C(=O)c4ccc(C)c(F)c4)CC3)n[nH]2)cc1	3%
O=C(c1ccc2c(c1)OCO2)N1CCn2c(nnc2C2CCCNC2)C1 (stereo not drawn)	2%[6.33 µM]
COc1cccc(NC(=O)c2nn(CC(C)C)c(=O)c3ccccc23)c1	?
O=C(Cc1ccsc1)N1CCC(Oc2ccccc2)C1 (stereo not drawn)	2%
CC(=O)Nc1ccccc1-c1c(C)nn2c1N(CCC(C)C)CCC2	?
CC(=O)N(C)C(C)c1cccs1 (stereo not drawn)	42%[activator][176 µM]
Cc1ccc(OC2CCN(C(=O)[C@H]3O[C@@H](n4ccc(N)nc4=O)[C@H](O)[C@@H]3O)CC2)cc1	-9%
COc1ccc(CC(=O)Nc2ccc(OC)c3ncccc23)cc1	-5%
CNC(=O)c1noc(CN2CCCC(CCc3c(F)cccc3F)C2)n1 (stereo not drawn)	-10%
CCOc1ccc(CN2C[C@H](N(C)C)C[C@H]2C(=O)OC)cc1Cl	?
O=C(C[C@@H]1CC[C@H](NC(=O)Nc2ccc(F)cc2)[C@@H](CO)O1)NCc1cccc(F)c1	4%
COC(=O)c1ccc(Oc2c(C)oc3cc(OC(=O)c4ccccc4)ccc3c2=O)cc1	18%
CNCCN1C(=O)CC[C@H]2CN(c3nccc(C(F)(F)F)n3)CC[C@H]21	14%
CCCCCCn1c(=O)n2n(c1=O)C[C@]1(OC(=O)NCc3ccc(OC)c(OC)c3)CN(S(=O)(=O)c3ccc(C)cc3)C[C@]1(O)C2	?
Cc1occc(=O)c1OCc1noc(C(=O)NCc2cccnc2)n1	13%
N#Cc1ccc(OCCOC(=O)c2ccco2)cc1	-10%
COc1cc(NC(=O)Cn2c(-c3ccc(Cl)cc3)nc(C)cc2=O)cc(OC)c1OC	?
COc1ccc(CN2C=C(C(=O)OCc3noc(CC4CCCCC4)n3)C(C)=NS2(=O)=O)cc1	?
CC(OC(=O)C1CCN(S(=O)(=O)c2ccc(C(C)(C)C)cc2)CC1)C(=O)N1CCCCCC1 (stereo not drawn)	6%
CCN(CC)c1ncnc2c1ncn2[C@H]1CN(Cc2ccc(OC)cc2)C[C@@H](CO)O1	-3%
Cc1cccc(NC(=O)/C=C/c2cccs2)c1C	-18%
Cc1ccc(CN2CCC(Oc3ccc4ccccc4c3)(C(=O)O)CC2)o1	58%[activator]
CC1CCc2c(sc(NC(=O)COCC(=O)O)c2C(=O)Nc2ccccc2)C1 (stereo not drawn)	?
CCS(=O)(=O)Nc1ccc(C2(C(=O)NCc3cccnc3)CCCCC2)cc1	45%[activator]
OCCNc1ncnc2c1nnn2Cc1ccccc1Cl	-2%
CSc1n[nH]c(-c2cccs2)n1	?
Cn1cnc([S+](=O)([O-])N2CC(COc3ccccc3)C3(CN(c4ccccc4)C3)C2)c1 (stereo not drawn)	-17%[176 µM]
Cc1nc(NC(=O)C2CC(=O)N(c3n[nH]c4cccc(F)c34)C2)sc1C (stereo not drawn)	?
Cc1cc(C)nc(-c2cccc3c2OC(CNC(=O)c2ccc(Cn4nc(C)cc4C)cc2)C3)n1 (stereo not drawn)	11%
CNC(=O)CCS(=O)(=O)Cc1coc(-c2ccc(C)cc2C)n1	1%
CCC1CCC(NC(=S)NCc2ccc(F)cc2)CC1 (stereo not drawn)	?
Cc1ccc(S(=O)(=O)N2CCCc3nc(-c4ccccc4)ccc32)cc1	-10%
CN(Cc1ccccc1)C(=O)[C@@H]1CCCN1C(=O)[C@@H]1CCCN1C(=O)c1c(F)cccc1F	?
Cc1ccc(C2Cn3nnc(-c4noc(-c5ccoc5)n4)c3CO2)cc1 (stereo not drawn)	37%
CC(C)C[C@@H]1COc2cc(N3CCC[C@H]3CO)ccc2S(=O)(=O)N1	-13%
O=C(c1cccs1)N1CCCn2cc(-c3ccc4c(c3)OCO4)nc21	29%
CCc1nc(CC)n2ccn(Cc3ccccn3)c(=O)c12	52%[activator]
COc1ccc(-n2ncc(C(C)NC(=O)Cc3ccc4c(c3)OCO4)c2C)cc1 (stereo not drawn)	24%
COc1ccc(Cc2nc3ccc(C(=O)NC4CCOC4)cc3o2)cc1OC (stereo not drawn)	-3%
COc1ccc(-c2noc([C@@H]3CCCN3C(=O)Cc3ccc(C)cc3)n2)cc1OC	13%
COc1ccc(-c2cc(C[C@H]3CNCC[C@H]3CC(=O)NC(C)C)no2)cc1	-17%[176 µM]
Cc1ccc(CNC(=O)C2CCCN(C3CCN(C(=O)C4CC4)CC3)C2)cc1F (stereo not drawn)	20%
O=C(c1cccc(Cl)c1)N1CCC2(C1)C(=O)N(CCc1ccccc1)c1ccccc12 (stereo not drawn)	-9%&33%
CCc1nc(-c2c3n(c(=O)n(Cc4cccc(Cl)c4)c2=O)CCCC3)no1	-3%
CN(C)S(=O)(=O)N1CCc2c(nc3cc(-c4ccccc4)[nH]n3c2=O)C1	56%[activator]
CN(CC(=O)NC(=O)NCC(F)(F)F)c1ccccc1	17%
O=c1c2nc(-c3ccsc3)ccc2ncn1Cc1ccccn1	3%[176 µM]
CCCCNC(=O)C1(C)CCC(=O)N1c1cc(C(C)(C)C)nn1C (stereo not drawn)	2%
Cc1cnc(C(=O)N2CC(N(C)Cc3cccnc3)C2)cn1	27%
Cc1ccc(-n2nnc(C(=O)OCc3ccccc3C)c2C)cc1	30%
O=C1COc2ccc(-c3csc(Nc4cccc(Br)c4)n3)cc2N1	-8%
COCC1CN(C(C)=O)CC12CCN(Cc1ccc(Cl)c(F)c1)CC2 (stereo not drawn)	?
CC(=O)c1cn(CC(=O)NCc2ccc(F)cc2)c2ccccc12	62%[activator]
